OX1R antagonist: antagonists of human orexin 1 receptor; O43613; CHO/OX1R cells, Fluo-8 calcium fluorescence, orexin A; inhibition, % at 5 µM; 0.43% of 330,000 active;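 active = inhibition above its plate's threshold, mean inhibition of all tested compounds on the plate plus 3 SD, cut at about 37% in these data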;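 note: 0% = orexin A challenge wells and 100% = SB-334867-A antagonist wells; not every result past the cut was called active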
Target sequence (O43613 whole entry, looked up): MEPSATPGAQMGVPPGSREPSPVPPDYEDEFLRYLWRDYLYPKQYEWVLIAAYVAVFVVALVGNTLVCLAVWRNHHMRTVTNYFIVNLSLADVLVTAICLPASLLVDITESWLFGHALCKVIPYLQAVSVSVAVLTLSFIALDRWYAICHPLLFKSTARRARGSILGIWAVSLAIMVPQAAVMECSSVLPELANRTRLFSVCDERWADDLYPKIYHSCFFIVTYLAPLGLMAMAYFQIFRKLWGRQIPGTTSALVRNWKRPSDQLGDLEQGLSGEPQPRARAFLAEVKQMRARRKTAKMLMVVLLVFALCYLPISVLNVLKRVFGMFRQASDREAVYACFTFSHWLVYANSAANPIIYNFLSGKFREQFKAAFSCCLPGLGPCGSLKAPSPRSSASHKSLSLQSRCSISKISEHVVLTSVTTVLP
CHT allo act: allosterically activates the human high affinity choline transporter; B-score at 10 µM; Q9GZV3; AID 488977; 0.49% of 310,000 active; CHT-expressing cells, membrane potential dye, choline EC20; active compounds read high; LV-AA mutant CHT in HEK293 cells;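 active = initial fluorescence not abnormally high and integrated response B-score, plate-corrected, over 3 SD above library mean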
Target sequence (Q9GZV3 whole entry, looked up): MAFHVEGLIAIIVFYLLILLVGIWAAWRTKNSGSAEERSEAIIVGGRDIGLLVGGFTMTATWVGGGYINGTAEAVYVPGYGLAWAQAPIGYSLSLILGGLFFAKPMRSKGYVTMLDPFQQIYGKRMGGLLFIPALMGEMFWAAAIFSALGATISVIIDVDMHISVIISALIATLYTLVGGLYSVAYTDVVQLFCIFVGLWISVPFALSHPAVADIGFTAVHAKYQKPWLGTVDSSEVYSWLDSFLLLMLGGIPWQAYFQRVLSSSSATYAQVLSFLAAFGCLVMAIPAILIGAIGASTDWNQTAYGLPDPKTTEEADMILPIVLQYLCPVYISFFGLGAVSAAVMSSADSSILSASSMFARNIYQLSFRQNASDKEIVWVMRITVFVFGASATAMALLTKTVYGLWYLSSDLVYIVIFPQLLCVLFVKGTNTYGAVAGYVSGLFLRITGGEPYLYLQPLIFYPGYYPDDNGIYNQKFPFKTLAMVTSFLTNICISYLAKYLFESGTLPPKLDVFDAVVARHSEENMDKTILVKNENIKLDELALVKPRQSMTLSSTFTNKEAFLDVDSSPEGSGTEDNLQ
Active calls of the source: *; i = inactive; · = not tested or not shown.

SMILES	OX1R antagonist	CHT allo act
C/C(=N\NC(=O)CC1N=C(Cc2ccccc2)NNC1=O)c1ccc(Cl)cc1Cl (configuration not stated)	-5	i
Cc1cc2oc(C(=O)Nc3nonc3C)c(C)c2cc1Cl	-7	i
CCCn1c(SCC(=O)N2CCN(C(=O)c3ccco3)CC2)nc2ccccc2c1=O	-33	i
CCOc1ccc(CNC(=O)CCCn2nc(C)c3c(C)n(-c4ccc(C)cc4)nc3c2=O)cc1	-12	i
COC(=O)C1=C(C(=O)OC)[C@@H]2N(Cc3ccccc3)c3ccccc3[C@@]23C[C@@H](C(=O)OC)N(C(=O)c2cccs2)C3=N1	-33	i
CCOc1ncccc1C(=O)OCC(=O)Nc1ccc2c(c1)OCO2	-8	i
O=S(=O)(NC1CCCCC1NCc1ccco1)c1ccccc1 (configuration not stated)	-16	i
Cc1cc(C(=O)N(C)CC(=O)Nc2ccc(F)c(F)c2F)no1	-17	i
Cc1ccc(/C=C2\SC(=S)N(CCC(=O)NNC(=O)c3ccncc3)C2=O)cc1	11	i
COc1cc(NC(=O)Cc2ccc(S(=O)(=O)N3CCOCC3)s2)c(OC)cc1Cl	-10	i
COc1ccccc1CNC(=O)c1c(O)c2cc(OC)c(OC)cc2[nH]c1=O	-15	i
N#Cc1cc(C(=O)c2cc(Br)ccc2O)cn(C2CC2)c1=O	1	i
COc1ccc(C(=O)COC(=O)Cc2c[nH]c3ccccc23)c(OC)c1	-6	i
Cc1cccc(-c2nc(CC(=O)Nc3cccc(S(=O)(=O)NC4=NCCC4)c3)cs2)c1	-10	·
CCOc1ccc(NC(=O)Nc2nnc(CC)s2)cc1	-21	i
CCOc1ccc(S(=O)(=O)N2CCCC(C(=O)NCc3ccncc3)C2)cc1C (configuration not stated)	-43	i
CCOc1ccc(/C=C(/NC(=O)c2ccccc2)C(=O)NCCC(=O)O)cc1	-4	i
CC(C)(C)c1ccc(C(=O)NNC(=O)c2cccc(-n3cnnn3)c2)cc1	-14	i
CCC/C(=C1/c2ccccc2C(=O)N1c1ccccc1)c1cnc(OC)nc1	-4	·
CCOc1ncccc1C(=O)OCC(=O)NCCCc1ccccc1	-9	·
C=CCc1c(C)nc(N)[nH]c1=O	-16	i
Cc1ccc(C)c(NC(=O)C(CC(=O)O)C2CCCO2)c1 (configuration not stated)	9	i
CCc1cc2c(COC(=O)c3cccc(S(C)(=O)=O)c3)cc(=O)oc2cc1O	1	i
Cc1cccc[n+]1CC(=O)/C=C1\N(C)c2ccccc2C1(C)C	-1	i
COCCNC(=O)C(c1cccs1)N(C(=O)Cn1nnc2ccccc21)c1cccc(C(C)=O)c1 (configuration not stated)	-30	i

In the list so far, 8 have four or more nitrogen atoms:
SMILES	OX1R antagonist	CHT allo act
C/C(=N\NC(=O)CC1N=C(Cc2ccccc2)NNC1=O)c1ccc(Cl)cc1Cl (configuration not stated)	-5	i
CCCn1c(SCC(=O)N2CCN(C(=O)c3ccco3)CC2)nc2ccccc2c1=O	-33	i
CCOc1ccc(CNC(=O)CCCn2nc(C)c3c(C)n(-c4ccc(C)cc4)nc3c2=O)cc1	-12	i
Cc1ccc(/C=C2\SC(=S)N(CCC(=O)NNC(=O)c3ccncc3)C2=O)cc1	11	i
Cc1cccc(-c2nc(CC(=O)Nc3cccc(S(=O)(=O)NC4=NCCC4)c3)cs2)c1	-10	·
CCOc1ccc(NC(=O)Nc2nnc(CC)s2)cc1	-21	i
CC(C)(C)c1ccc(C(=O)NNC(=O)c2cccc(-n3cnnn3)c2)cc1	-14	i
COCCNC(=O)C(c1cccs1)N(C(=O)Cn1nnc2ccccc21)c1cccc(C(C)=O)c1 (configuration not stated)	-30	i

Continuation:
SMILES	OX1R antagonist	CHT allo act
O=C(O)CC(c1cccc2ccccc12)N1Cc2ccccc2C1=O (configuration not stated)	10	i
Cc1ccccc1C(=O)c1cccn1CC(=O)NCc1cccc(Cl)c1	-30	i
COc1ccc2oc(C(=O)OCC(=O)N3CCCCC3C)c(C)c2c1 (configuration not stated)	-12	·
CCOc1cccc(Oc2ncccc2C(=O)/C(C#N)=C/N(C)C)c1	5	i
Fc1cccc(Cl)c1-c1nnc2ccc(C(F)(F)F)cn12	10	i
CCn1c(CNc2ccc(F)cc2)nnc1SCCN1CCCCC1	-23	i
O=C(Nc1nn(Cc2ccc(Cl)cc2)cc1Br)c1ccc(COc2ccccc2Cl)o1	-12	i
COc1cc2c(cc1OC)C(C)N(S(=O)(=O)c1cnc(Cl)c(Cl)c1)CC2 (configuration not stated)	-10	i
COCC1CCCN(C(=O)c2ccc3oc(CCCc4ccccc4)nc3c2)C1 (configuration not stated)	-28	i
COc1cccc(NC(=O)c2oc3ccccc3c2NC(=O)c2ccc3c(c2)OCO3)c1	18	i
O=C(O)C1C2C=CC(C2)C1C(=O)NCc1ccoc1 (configuration not stated)	-3	i
CC(=O)c1cccc(NC(=S)NC(=O)CC(C)C)c1	6	i
O=C1CC(c2ccccc2)CC(O)=C1C=NCCCO (configuration not stated)	-18	i
COc1ccc(C(=O)Nc2nnc(SCC(=O)Nc3ccc(NC(C)=O)cc3)s2)c(OC)c1	-18	i
OC(COc1ccccc1)CN1CCN(Cc2ccc3c(c2)OCO3)CC1 (configuration not stated)	-22	i
C/C(=N/NC(=O)CN1CCN(S(=O)(=O)c2ccc(Br)cc2)CC1)c1cccnc1	-34	i
CC1=CC(C)(C)N(S(=O)(=O)c2ccc(F)cc2)c2ccccc21	-14	i
O=S(=O)(c1ccc2oc(=S)[nH]c2c1)N1CCOCC1	-10	·
CSc1ccc(CN(C)C(=O)c2cc(=O)[nH]c3ccccc23)cc1	-24	i
CCOc1ccc(C(=O)Nc2c3c(nn2-c2cccc(Cl)c2)CS(=O)C3)cc1 (configuration not stated)	-13	i
O=C(NNc1nc2ccccc2nc1C(F)(F)F)c1ccccc1	-26	i
Cc1cc(C(=O)N2CCc3ccccc3C2)on1	-10	i
COc1ccc(C2CC(c3ccc(Cl)cc3Cl)Nc3nc(N)nn32)cc1 (configuration not stated)	-8	i
CCOC(=O)CNC(=O)c1ccc(C#CC2(O)CCCCC2)cc1	-6	i
CC1(C)CC(=O)C=C(c2ccc(-c3ccccc3)cc2)C1	-20	·
The listing continues.
SMILES	OX1R antagonist	CHT allo act
CC(=O)Nc1c(C(=O)NCc2ccccc2)nnn1Cc1ccccc1	-19	i
O=C1CCC([N+](=O)[O-])C(c2ccc(Cl)cc2)N1 (configuration not stated)	-17	i
O=C(CS(=O)(=O)c1ccc(F)cc1)N1CCOCC1	4	i
Fc1cccc(CNc2ncnc3ccc(-c4ccc5c(c4)OCO5)cc23)c1	-21	·
Cc1ccc(-c2nc3ccccc3c(=O)o2)cc1	-1	i
O=C(c1ccco1)N1CCC(c2nc3c(nnn3Cc3ccccc3Cl)c(=O)[nH]2)CC1	-13	i
CC(=O)Nc1ccc(NC(=O)CSc2nnc(NC(=O)c3ccc(Br)o3)s2)cc1	-11	i
CC(C)Cc1cc(C(=O)Nc2ccc3c(c2)OCO3)no1	-8	i
CC(=O)NS(=O)(=O)c1ccc(NS(=O)(=O)c2ccc(F)cc2)cc1	-14	i
CCOC(=O)c1cc(C(=O)OCC)c2ccccn2c1=O	-7	i
OC(COc1ccccc1)Cn1cc(Br)cn1 (configuration not stated)	-5	i
Nn1c(-c2ccccc2)nc2cc(Cl)ccc2c1=O	-11	i
Clc1ccccc1-c1nc2ccccc2c2nncn12	-7	i
CC(C)c1ccc(OC(=O)c2cccc(S(=O)(=O)N3CCN(C)CC3)c2)cc1	-38	i
COc1cc2c(cc1OC)C(C)N(C(=O)CCN1C(=O)C3C4C=CC(C4)C3C1=O)CC2 (configuration not stated)	-11	i
COc1ccc(CCN(C)C(=S)Nc2cccc(C)c2)cc1OC	-25	i
Cc1nc(Nc2ccccc2)c2oc3ccc(Cl)cc3c2n1	-36	i
CCOC(=O)[C@H](O)[C@@H](O)c1cccc([C@H](O)[C@@H](O)C(=O)OCC)c1	-19	i
CC1(C)CC(=O)C2=C(C1)NC(Nc1nc3ccccc3o1)=NC21CCCC1	-3	i
CC(C)Oc1ccc(CCC(=O)NNC(=S)NCc2ccccc2)cc1	-7	i
CCOC(=O)Cn1nc(/C=C/c2ccc(OC)cc2)ccc1=O	-13	i
O=C(Nn1cnc2ccccc2c1=O)c1ccccc1F	-19	i
COc1ccccc1NC(=O)CSc1nc2n[nH]c(C)c2c(=N)n1-c1ccccc1Cl	12	i
CCOC(=O)c1c(NC(=O)c2nn(CC)cc2Br)sc(C)c1C	-47	i
COc1cccc(C(=O)/C=C/Nc2ccc(S(=O)(=O)Nc3cccc(C(C)=O)c3)cc2)c1	32	i
Carrying on.
SMILES	OX1R antagonist	CHT allo act
NS(=O)(=O)c1cccc(NC(=S)NCc2ccc3c(c2)OCO3)c1	-3	i
COc1cc(/C=c2\s/c(=C\C(=O)C(C)(C)C)[nH]c2=O)cc(OC)c1OC	-7	i
O=C(CCc1c[nH]c2ccccc12)NCCc1ccc(Cl)cc1	-3	i
CCOc1ccc(S(=O)(=O)NCCC(=O)Nc2ccncc2)cc1	-16	i
CCC(CC)C(=O)NCc1cccnc1	-1	i
O=C(C1=C[C@H](C2CC2)C[C@H](OCCCCO)O1)N1CCOCC1	-6	i
Cc1cc(C)cc(OC(=O)N2CCOCC2)c1	-3	i
CC(=O)c1ccccc1NS(=O)(=O)c1cccc2nsnc12	-15	i
O=C(COC(=O)C1(c2ccccc2F)CCCC1)N1CCc2ccccc21	-5	i
NC(=O)c1ccsc1NC(=O)COC(=O)c1nc(Cl)ccc1Cl	-5	i
Cc1nc2ccc(C(=O)N/N=C/c3cc([N+](=O)[O-])ccc3O)cc2[nH]1	-14	i
O=C(CCn1cnc2ccccc21)N=Nc1c(O)[nH]c2ccccc12	-16	i
COc1ccc(-n2nc(C(=O)NCC(=O)N3CCN(c4ccccn4)CC3)c3ccccc3c2=O)c(OC)c1	-26	i
CCCN(C(=O)c1ccc2c(SCC(=O)O)c3c(nc2c1)CCC3)c1cccc(C)c1	-1	i
Cc1cc(NC(=O)c2ccccc2)sc1C	-7	i
COc1cc(C(=O)COC(=O)C2CC2(Cl)Cl)cc(OC)c1OC (configuration not stated)	-25	·
Cn1cccc1C(=O)OCC(=O)N1CCN(c2ccccc2)CC1	-18	·
Cc1cccc(N2CCN(C(=O)CCN3C(=S)NC(C)(C)CC3C)CC2)c1C (configuration not stated)	-38	i
CS(=O)(=O)N1CCC(C(=O)Nc2ccc(Cl)c(Cl)c2)CC1	-8	i
O=c1ccc2ccc(OCc3nnc(-c4ccccc4Br)o3)cc2o1	-20	i
CCCCn1nnnc1NCc1cccnc1	-4	i
Cc1cc(Oc2ccccc2)nc(SCC(=O)Nc2ccc(Cl)cc2Cl)n1	-12	i
C[C@]12c3[nH]c4ccccc4c3CCN1C(=O)C(CC(=O)NCc1cccc(C(F)(F)F)c1)C[C@@H]2C(=O)N1CCOCC1 (some centres not stated)	-4	·
Nc1ccccc1C(=O)NC12CC3CC(CC(C3)C1)C2	-16	i
O=C(CSc1nnc(-c2ccncc2)o1)c1ccc2c(c1)OCCO2	-17	i

In a second layout: five of the compounds above.
compound,OX1R antagonist,CHT allo act
COc1cccc(C(=O)/C=C/Nc2ccc(S(=O)(=O)Nc3cccc(C(C)=O)c3)cc2)c1,32,i
O=C(CS(=O)(=O)c1ccc(F)cc1)N1CCOCC1,4,i
O=C(CSc1nnc(-c2ccncc2)o1)c1ccc2c(c1)OCCO2,-17,i
CCOC(=O)[C@H](O)[C@@H](O)c1cccc([C@H](O)[C@@H](O)C(=O)OCC)c1,-19,i
Cc1nc(Nc2ccccc2)c2oc3ccc(Cl)cc3c2n1,-36,i

(further entries)
SMILES	OX1R antagonist	CHT allo act
O=C(NCCc1ccco1)c1ccc(OCc2cn3ccccc3n2)cc1	-21	·
CCn1c(=S)ccc2ccc(OC)cc21	-7	i
CCn1c(SCC(=O)Nc2ccc(N3CCOCC3)c(Cl)c2)nnc1-c1ccc(N)cc1	-14	i
Cc1cc(=O)n2[nH]c(-c3ccc(Cl)cc3)cc2n1	-10	i
O=C(NCc1cccnc1)Nc1cccc(NC(=O)NCc2cccnc2)c1F	-16	i
O=S(=O)(NCc1ccccc1Br)c1ccccc1Br	10	·
Cn1c(SCC(=O)NNC(=S)Nc2ccccc2)nnc1-c1ccccc1	-27	i
C=CCOc1c(Br)cc(/C=C(\C#N)C(N)=O)cc1OC	-6	i
COc1cc(/C=C/C(=O)c2ccc3c(c2)OCO3)cc(Cl)c1O	49*	i
COCCN(C(=S)Nc1ccc(C(C)C)cc1)C(C)c1cccs1 (configuration not stated)	-11	i
Cc1ccc(S(=O)(=O)N2CCN(C(=O)CN3CCOCC3)C2C(C)C)cc1 (configuration not stated)	-21	i
C=C(C)C(O)Cc1c(OC)ccc(C(=O)/C=C/c2ccc(O)cc2)c1O (configuration not stated)	-1	·
CC(C)(C)n1ncc2c(=O)n(CC(=O)NCc3ccco3)cnc21	-10	i
Nc1cc(=O)[nH]c(=O)n1Cc1ccco1	-7	i
COc1cccc(C(Nc2ccccn2)c2oc(CO)cc(=O)c2O)c1 (configuration not stated)	-17	i
O=C(COC(=O)c1ccccc1)NC12CC3CC(CC(C3)C1)C2	-18	·
CC1CCCN(CCCN2C(=O)C3C(C(=O)Nc4cccc(Cl)c4)C4C=CC3(O4)C2C(=O)NC2CCCCC2)C1 (configuration not stated)	-9	i
Cc1ccc(/C=N/NC(=O)c2ccco2)s1	-5	i
CNS(=O)(=O)c1ccc(OC)c(-c2nnc3c4ccccc4c(C)nn23)c1	-35	i
Cc1ccc(-c2cc(-c3ccccc3)c(C#N)c(N)n2)o1	-4	i
COc1ccccc1C(=O)NNC(=O)C(=O)Nc1cccc(Cl)c1C	-9	i
Cc1cccc(-n2c(=O)[nH]c3c(C(N)=O)nc(C(C)C)nc32)c1	-2	i
CCN(CC)c1ccc(C2CC(=O)Nc3cc(OC)c(OC)cc32)cc1 (configuration not stated)	-8	i
Cc1ccc(CNC(=O)CC2Nc3c4ccccc4nc(=S)n3C2=O)cc1 (configuration not stated)	-11	i
Cc1cc(C)cc(NCc2cc3c(cc2[N+](=O)[O-])OCO3)c1	3	i
CC1CCCN(C(=O)COC(=O)Cn2cnc3ccccc32)C1 (configuration not stated)	20	·
CCCCOc1ccc(-c2cnc3ccccc3n2)cc1	-23	i

Source: PubChem BioAssay
